Screening results as filed in PubChem.
HTR5A inv ctr: counter-screen for OPRM1-OPRD1 inverse agonists: human HTR5A inverse agonism; AID 504634; HTR5A cell line, luminescence; P47898; actives 0.083% (n = 340,000); inhibition, % at 9.3 µM; in the data active means inhibition mostly above about 23%, no sharp cut-off; inactive means mostly below about 18%;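 further: 0% = cells with DMSO and 100% = no-cell wells with DMSO; some compounds called inactive have numbers as strong as hits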
SR-BI HDL uptake: mouse SR-BI HDL lipid transfer inhibition | Q61009 | ldlA[mSR-BI] CHO cells, DiI-HDL uptake fluorescence, 3 h | inhibition, % at 12.5 µM | actives 0.96% (n = 320,000) | AID 488896;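 active means mean replicate inhibition of at least 70% and a set share of replicates each scoring 70 or more; inconclusive means meets just one of the two criteria; inactive means fails both criteria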;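 further: 0% = median of neutral control wells and 100% = median of positive control wells; values of inactives mirror those of a sister screen read the other way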
Target sequence (Q61009 whole entry, looked up): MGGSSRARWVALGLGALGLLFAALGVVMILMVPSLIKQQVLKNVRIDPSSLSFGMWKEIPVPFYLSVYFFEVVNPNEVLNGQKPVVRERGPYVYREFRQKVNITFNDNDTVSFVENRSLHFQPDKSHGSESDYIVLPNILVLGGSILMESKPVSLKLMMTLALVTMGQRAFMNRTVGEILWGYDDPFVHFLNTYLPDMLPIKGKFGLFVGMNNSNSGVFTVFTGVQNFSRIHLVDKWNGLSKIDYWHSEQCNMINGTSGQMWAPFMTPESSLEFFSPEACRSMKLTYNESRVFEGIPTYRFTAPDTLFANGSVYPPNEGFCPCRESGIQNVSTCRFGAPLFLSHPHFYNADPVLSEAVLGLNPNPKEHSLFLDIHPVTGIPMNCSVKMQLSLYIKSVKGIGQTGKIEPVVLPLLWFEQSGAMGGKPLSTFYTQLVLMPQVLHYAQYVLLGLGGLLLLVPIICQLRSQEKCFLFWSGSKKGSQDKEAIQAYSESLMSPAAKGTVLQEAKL
V-ATPase pHluor: alters yeast V-ATPase proton transport. S. cerevisiae, pHLuorin cytosolic pH fluorescence. response, % at 10 µM. actives 0.37% (n = 350,000); in the data active means response mostly above about 7.3%, no sharp cut-off; inactive means mostly below about 5.4%; further: actives read high; inactives centre near 0; some compounds called inactive have numbers as strong as hits; reference of the scale not given here
PvdQ acylase: P. aeruginosa PvdQ acylase inhibition; actives 0.063% (n = 340,000); purified PvdQ acylase, fluorescence plate reader; inhibition, % at 10 µM; in the data active means inhibition above about 30%, passing the limit was not always enough; inconclusive means no clear call, values can overlap the other calls;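 further: 0% = vehicle neutral wells and 100% = reference inhibitor wells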
CDK5 inh: inhibitors of human CDK5/p35 kinase; actives 0.01% (n = 330,000); AID 488839; Recombinant CDK5/p35, ADP-Glo luminescence, 60 min; Q00535+Q15078; inhibition, % at 10 µM;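 active means highest replicate inhibition of at least 50% and at least 75% of replicates reaching 50%; inconclusive means only one of the two criteria met; inactive means both criteria failed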;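 further: plate controls were DMSO neutral control for no effect and GW8510 at 10 µM for full effect; many of its hits are not listed in these tables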
NSD2 HMT inh: inhibitors of human histone methyltransferase NSD2. actives 0.54% (n = 310,000). inhibition, % at 12.5 µM. NSD2 peptide methylation, AlphaScreen, 120 min. O96028; in the data active means inhibition above about 50%
dFosB act: mouse delta FosB homodimer activation | AID 493131 | actives 0.99% (n = 340,000) | purified delta FosB, TAMRA-CDK5 oligo fluorescence polarization; percent of positive-control signal above neutral wells | activation, % at 25 µM | P13346;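 active means mean activation above about 17%, with every replicate also reaching it, limit read from the data, passing the limit was not always enough; inconclusive means only one of the two conditions met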;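 further: fluorescence polarization rise as delta FosB binds a TAMRA Cdk5 AP-1 oligo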
Target sequence (P13346 whole entry, looked up): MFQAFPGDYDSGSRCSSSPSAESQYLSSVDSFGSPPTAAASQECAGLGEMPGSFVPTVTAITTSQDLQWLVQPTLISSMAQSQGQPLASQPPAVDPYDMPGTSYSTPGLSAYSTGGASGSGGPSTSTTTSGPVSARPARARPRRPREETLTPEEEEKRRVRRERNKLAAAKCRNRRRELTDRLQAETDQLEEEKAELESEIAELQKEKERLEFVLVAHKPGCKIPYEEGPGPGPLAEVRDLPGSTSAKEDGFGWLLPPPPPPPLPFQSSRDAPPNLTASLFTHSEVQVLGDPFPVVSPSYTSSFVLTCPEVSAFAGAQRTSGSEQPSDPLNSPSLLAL
Wnt act: activators of Wnt/beta-catenin signaling. Wnt/beta-catenin reporter cell assay, activator, plate reader. activation, % at 9.35 µM. actives 1.2% (n = 300,000). AID 743398; in the data active means activation above about 30%, passing the limit was not always enough; inconclusive means no clear call, values can overlap the other calls;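 further: 0% = neutral control wells and 100% = positive control wells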
MITF act: activators of MITF-driven TRPM1 promoter activity in SK-MEL-5 cells | actives 0.75% (n = 300,000) | activation, % at 12.5 µM | SK-MEL-5 TRPM1-promoter luciferase, 24 h; % of positive control, neutral wells = 0;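 active means mean activation of at least 80% with every replicate also reaching 80%; inconclusive means mean reaches 80% but some replicate falls short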;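 further: 0% = neutral control wells and 100% = parthenolide positive control wells; values of inactives mirror those of a sister screen read the other way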
HTR5A ag ctr: HTR5A agonism, opioid heterodimer counter-screen. P47898. HTR5A agonist assay, luminescence, cell-based. activation, % at 9.3 µM. actives 0.61% (n = 340,000); in the data active means activation mostly above about 9.5%, no sharp cut-off; inactive means mostly below about 7.6%;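 further: 0% = cells with vehicle only and 100% = reference agonist; strong numbers were not always called active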
An asterisk follows results filed as active.

For COc1ccc(N(CC(=O)NCc2ccco2)C(=O)CCC(=O)Nc2nccs2)cc1 the results were HTR5A inv ctr -8, SR-BI HDL uptake 8, V-ATPase pHluor -1, PvdQ acylase -5, CDK5 inh -0.8, NSD2 HMT inh 0, dFosB act -2, Wnt act -1, MITF act 8 and HTR5A ag ctr 3.
`C=CCN1C(=O)CN=C1Nc1cc(C)cc(C)c1` gave HTR5A inv ctr -25, SR-BI HDL uptake 10, V-ATPase pHluor -3, PvdQ acylase -3, CDK5 inh 0.1, NSD2 HMT inh -1, dFosB act -1, MITF act 20 and HTR5A ag ctr 1.
CC(NC1CCN(Cc2ccccc2)CC1)c1ccc(F)cc1 (stereo not given) was read as HTR5A inv ctr 10, SR-BI HDL uptake 2, V-ATPase pHluor 0, PvdQ acylase -5, CDK5 inh 0.5, NSD2 HMT inh 4, dFosB act -4, Wnt act -1, MITF act 7 and HTR5A ag ctr -3.
CSCCNC(=O)c1cccc(Cl)c1 was read as HTR5A inv ctr -1, SR-BI HDL uptake -22, V-ATPase pHluor 5, PvdQ acylase 22, CDK5 inh 0.4, NSD2 HMT inh 0, dFosB act 5, MITF act -15 and HTR5A ag ctr 0.
For CC1CCCC(C)N1/N=C/c1cccc([N+](=O)[O-])c1 (stereo not given) the results were HTR5A inv ctr 3, SR-BI HDL uptake 18, V-ATPase pHluor -1, PvdQ acylase -17, CDK5 inh 0.7, NSD2 HMT inh 1, dFosB act -4, Wnt act 4 and HTR5A ag ctr -1.
For CN(C)CC(C)(C)CNS(=O)(=O)c1ccc(OC(F)(F)F)cc1 the results were HTR5A inv ctr 0, SR-BI HDL uptake -22, V-ATPase pHluor 2, PvdQ acylase -19, CDK5 inh -3.0, dFosB act -4, Wnt act -2, MITF act 5 and HTR5A ag ctr -1.
`CCc1ccc(NC(=O)CSc2nncn2-c2cccnc2)cc1` gave HTR5A inv ctr -11, V-ATPase pHluor -1, PvdQ acylase 3, CDK5 inh -1.3, NSD2 HMT inh 2, dFosB act -3, Wnt act 9, MITF act 94* and HTR5A ag ctr 4.
CCOC(=O)Cn1nnnc1CN1CCN(c2ccc(OC)cc2)CC1 was read as HTR5A inv ctr -4, SR-BI HDL uptake -10, V-ATPase pHluor 3, PvdQ acylase -18, CDK5 inh 0.4, NSD2 HMT inh 1, dFosB act -4, Wnt act -1, MITF act 0 and HTR5A ag ctr 5.
For Cc1ccc(S(=O)(=O)/N=C2\C=C(NS(=O)(=O)c3ccccc3)C(=O)c3ccccc32)cc1 the results were HTR5A inv ctr 6, SR-BI HDL uptake -3, V-ATPase pHluor -2, PvdQ acylase 4, CDK5 inh 2.6, NSD2 HMT inh 105*, dFosB act -7, Wnt act 10, MITF act -27 and HTR5A ag ctr -2.
Screening CC1=C(n2nnc3ccccc32)C(c2ccccc2)C(C#N)=C(N)O1 (stereo not given) returned HTR5A inv ctr -29, SR-BI HDL uptake -12, V-ATPase pHluor -3, PvdQ acylase -11, CDK5 inh -1.2, NSD2 HMT inh -1, dFosB act -1, MITF act 2 and HTR5A ag ctr 8.
Screening CC(C)c1ccc(NC(=O)CSc2nc3ncccc3[nH]2)cc1 returned HTR5A inv ctr -5, SR-BI HDL uptake -7, V-ATPase pHluor -1, PvdQ acylase -17, CDK5 inh -9.4, NSD2 HMT inh -2, dFosB act -16, Wnt act 1, MITF act 12 and HTR5A ag ctr 3.
For Cc1ccc(C)c(NC(=O)Cn2nc(-c3ccccc3)nc2-c2ccccc2)c1 the results were HTR5A inv ctr 4, SR-BI HDL uptake 2, V-ATPase pHluor 0, PvdQ acylase -25, CDK5 inh -1.7, NSD2 HMT inh 0, dFosB act 55* and HTR5A ag ctr -1.

5 records drawn at random from the list so far, as already listed:
For CC1CCCC(C)N1/N=C/c1cccc([N+](=O)[O-])c1 (stereo not given) the results were HTR5A inv ctr 3, SR-BI HDL uptake 18, V-ATPase pHluor -1, PvdQ acylase -17, CDK5 inh 0.7, NSD2 HMT inh 1, dFosB act -4, Wnt act 4 and HTR5A ag ctr -1.
CSCCNC(=O)c1cccc(Cl)c1 was read as HTR5A inv ctr -1, SR-BI HDL uptake -22, V-ATPase pHluor 5, PvdQ acylase 22, CDK5 inh 0.4, NSD2 HMT inh 0, dFosB act 5, MITF act -15 and HTR5A ag ctr 0.
CC(NC1CCN(Cc2ccccc2)CC1)c1ccc(F)cc1 (stereo not given) was read as HTR5A inv ctr 10, SR-BI HDL uptake 2, V-ATPase pHluor 0, PvdQ acylase -5, CDK5 inh 0.5, NSD2 HMT inh 4, dFosB act -4, Wnt act -1, MITF act 7 and HTR5A ag ctr -3.
`C=CCN1C(=O)CN=C1Nc1cc(C)cc(C)c1` gave HTR5A inv ctr -25, SR-BI HDL uptake 10, V-ATPase pHluor -3, PvdQ acylase -3, CDK5 inh 0.1, NSD2 HMT inh -1, dFosB act -1, MITF act 20 and HTR5A ag ctr 1.
For Cc1ccc(C)c(NC(=O)Cn2nc(-c3ccccc3)nc2-c2ccccc2)c1 the results were HTR5A inv ctr 4, SR-BI HDL uptake 2, V-ATPase pHluor 0, PvdQ acylase -25, CDK5 inh -1.7, NSD2 HMT inh 0, dFosB act 55* and HTR5A ag ctr -1.

(list continues)
For Fc1ccc(-n2nnc(-c3ccccc3Br)n2)cc1 the results were HTR5A inv ctr 9, SR-BI HDL uptake 1, V-ATPase pHluor 2, PvdQ acylase 10, CDK5 inh 2.2, NSD2 HMT inh 6, dFosB act 5, Wnt act -1, MITF act 9 and HTR5A ag ctr -3.
`COc1ccc(CN2CC(=O)N3[C@H]4c5cc(C)ccc5OC[C@@H]4[C@H](c4ccccc4)[C@]3(C)C2=O)cc1` gave HTR5A inv ctr -11, SR-BI HDL uptake -8, V-ATPase pHluor -3, PvdQ acylase -14, CDK5 inh -1.6, dFosB act 2, Wnt act -5, MITF act 12 and HTR5A ag ctr 4.
FC(F)(F)c1cccc(Cc2noc(CN(Cc3ccccn3)CC3CCCO3)n2)c1 (stereo not given) was read as HTR5A inv ctr 20, V-ATPase pHluor -3, PvdQ acylase -7, CDK5 inh 0.9, NSD2 HMT inh -2, dFosB act -7, Wnt act 2, MITF act 5 and HTR5A ag ctr 4.
Screening O=C(N/N=C\c1ccc(CN(Cc2ccc(Cl)cc2)S(=O)(=O)c2ccccc2)o1)C(=O)Nc1ccc(F)cc1 returned HTR5A inv ctr 14, SR-BI HDL uptake 65, V-ATPase pHluor -3, PvdQ acylase -8, CDK5 inh -1.2, NSD2 HMT inh 0, dFosB act 7, Wnt act 4, MITF act 30 and HTR5A ag ctr 5.
CC1=CC(C)(C)N2C(=O)C(=Nc3ccc(O)cc3)c3cccc1c32 was read as HTR5A inv ctr 2, V-ATPase pHluor -1, PvdQ acylase 0, CDK5 inh 0.9, NSD2 HMT inh 15, dFosB act -24, Wnt act inconclusive, MITF act -76 and HTR5A ag ctr 12.
Screening Cc1ccc(OCCn2c(C3CC(=O)N(Cc4ccccc4)C3)nc3ccccc32)cc1 (stereo not given) returned HTR5A inv ctr -10, SR-BI HDL uptake 40, V-ATPase pHluor -1, PvdQ acylase -1, CDK5 inh 0.5, dFosB act -16, Wnt act -3, MITF act 4 and HTR5A ag ctr 3.
Screening CCN(CC)CCn1c2ccccc2c2cnc(N)c(C#N)c21 returned HTR5A inv ctr 18, SR-BI HDL uptake 21, V-ATPase pHluor 3, PvdQ acylase -9, CDK5 inh 1.4, dFosB act 62*, MITF act -56 and HTR5A ag ctr -7.
O=C1CCC(C(=O)N2CCN(c3ccc(F)cc3)CC2)CN1CC1CCCCC1 (stereo not given) was read as HTR5A inv ctr 21, SR-BI HDL uptake 7, V-ATPase pHluor 4, PvdQ acylase -16, CDK5 inh 2.4, NSD2 HMT inh -2, dFosB act -5, Wnt act -1, MITF act -7 and HTR5A ag ctr 1.
CN1CCN(S(=O)(=O)c2ccc(N(C)Cc3cccs3)nc2)CC1 was read as HTR5A inv ctr -8, SR-BI HDL uptake -12, V-ATPase pHluor -3, PvdQ acylase -9, CDK5 inh -0.9, NSD2 HMT inh -1, dFosB act -6, Wnt act -3, MITF act 13 and HTR5A ag ctr -2.
Screening CCC(C)NC(=O)c1nn(Cc2ccccc2)c(=O)c2ccccc12 (stereo not given) returned HTR5A inv ctr -15, V-ATPase pHluor 4, PvdQ acylase -14, CDK5 inh 0.4, NSD2 HMT inh -4, dFosB act -1, Wnt act -4, MITF act 3 and HTR5A ag ctr 5.
For COc1cc(C=NCC2OCCc3ccccc32)cc(OC)c1 (stereo not given) the results were HTR5A inv ctr 22, SR-BI HDL uptake -3, V-ATPase pHluor -1, PvdQ acylase -10, CDK5 inh -3.1, NSD2 HMT inh -2, dFosB act -6, Wnt act -1, MITF act 3 and HTR5A ag ctr 5.
OC(CNCc1ccc(Cl)cc1)(c1ccccc1)c1ccc(F)cc1 (stereo not given) was read as HTR5A inv ctr -20, SR-BI HDL uptake -7, V-ATPase pHluor -1, PvdQ acylase -15, CDK5 inh 0.8, NSD2 HMT inh -3, dFosB act -10, Wnt act 1, MITF act 4 and HTR5A ag ctr 8.
O=S(=O)(NCc1ccc(Cl)cc1Cl)c1cccs1 was read as HTR5A inv ctr -6, SR-BI HDL uptake 12, V-ATPase pHluor -3, PvdQ acylase -13, CDK5 inh 0.4, NSD2 HMT inh -4, dFosB act 0, Wnt act 22, MITF act 29 and HTR5A ag ctr 2.
`COc1ccc(CCNC(=O)CCN2C(=O)C3CC=CCC3C2=O)cc1OC` (stereo not given) gave HTR5A inv ctr -20, SR-BI HDL uptake -14, V-ATPase pHluor -2, PvdQ acylase -17, CDK5 inh -0.4, NSD2 HMT inh -1, dFosB act -1, MITF act 6 and HTR5A ag ctr -3.
Cc1cccc(NC(=O)c2cc(-c3c(C)cc(C)cc3O)n[nH]2)c1 was read as HTR5A inv ctr -15, SR-BI HDL uptake -7, V-ATPase pHluor -2, PvdQ acylase -11, CDK5 inh 0.0, NSD2 HMT inh -3, dFosB act -4, Wnt act 0, MITF act 47 and HTR5A ag ctr 4.
Screening Cc1cccc(N(CC(=O)NC2CCCCC2)C(=O)CCCC(=O)Nc2ccccn2)c1C returned HTR5A inv ctr 20, V-ATPase pHluor 7, PvdQ acylase -9, CDK5 inh -3.1, NSD2 HMT inh 0, dFosB act -4, Wnt act -2, MITF act 2 and HTR5A ag ctr -8.
COc1ccc2c(C)c(C)c(=O)oc2c1OC was read as HTR5A inv ctr 11, SR-BI HDL uptake 19, V-ATPase pHluor 2, PvdQ acylase 3, CDK5 inh -1.8, NSD2 HMT inh 0, dFosB act -6, Wnt act -1, MITF act -5 and HTR5A ag ctr -4.
O=C(CCCOc1ccc(Cl)cc1Cl)NCCCO was read as HTR5A inv ctr -11, SR-BI HDL uptake -26, V-ATPase pHluor -1, PvdQ acylase -5, CDK5 inh -0.7, NSD2 HMT inh -1, dFosB act -1, MITF act -5 and HTR5A ag ctr 5.
